STK33 kin inh = human STK33 kinase inhibition; AID 2322; ADP-Glo luminescence, MBP substrate; actives 0.44% (n = 27,000); inhibition, % at 12.5 µM; Q9BYT3; in the data active = inhibition above about 20%; inconclusive = no clear call, values can overlap the other calls
Target sequence (Q9BYT3 whole entry, looked up): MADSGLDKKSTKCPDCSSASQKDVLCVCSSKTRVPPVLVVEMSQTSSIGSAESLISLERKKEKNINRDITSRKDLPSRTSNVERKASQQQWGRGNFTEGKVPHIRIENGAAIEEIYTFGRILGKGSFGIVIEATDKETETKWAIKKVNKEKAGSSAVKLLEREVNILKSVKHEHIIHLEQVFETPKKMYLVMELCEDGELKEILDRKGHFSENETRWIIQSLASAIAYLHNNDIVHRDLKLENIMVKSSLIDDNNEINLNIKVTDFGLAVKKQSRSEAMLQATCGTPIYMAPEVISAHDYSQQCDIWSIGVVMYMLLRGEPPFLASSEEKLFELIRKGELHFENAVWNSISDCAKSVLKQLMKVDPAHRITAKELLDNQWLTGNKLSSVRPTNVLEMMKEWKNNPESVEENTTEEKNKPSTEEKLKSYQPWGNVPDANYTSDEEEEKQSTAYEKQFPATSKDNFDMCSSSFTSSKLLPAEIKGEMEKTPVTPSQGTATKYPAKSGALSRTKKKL
p53 PUMA act = restores mutant p53 pathway signaling in SW480 cells; SW480 PUMA-promoter luciferase, p53 mutant reactivation; activation, % at 9.98 µM; actives 1.5% (n = 28,000); AID 624151; in the data active = activation above about 52%; inconclusive = no clear call, values can overlap the other calls
The depositor's hits bear a star; ? = inconclusive; . = no result given.

Start of the listing, in advance (2 entries):
SMILES | STK33 kin inh | p53 PUMA act
Cc1ccc(S(=O)(=O)Nc2ccc3c(c2)C(=O)N([C@@H](C)CO)C[C@H](C)[C@H](CN(C)Cc2ccc(Cl)c(Cl)c2)O3)cc1 | -0.1 | .
CNC[C@H]1Oc2cc(-c3cccnc3)ccc2S(=O)(=O)N([C@@H](C)CO)C[C@@H]1C | . | 3.9

The listing (from the top)
SMILES | STK33 kin inh | p53 PUMA act
Cc1ccc(S(=O)(=O)Nc2ccc3c(c2)C(=O)N([C@@H](C)CO)C[C@H](C)[C@H](CN(C)Cc2ccc(Cl)c(Cl)c2)O3)cc1 | -0.1 | .
CNC[C@H]1Oc2cc(-c3cccnc3)ccc2S(=O)(=O)N([C@@H](C)CO)C[C@@H]1C | . | 3.9
Cc1ccc(S(=O)(=O)N(C)C[C@H]2Oc3ccc(NC(=O)NC4CCCCC4)cc3CC(=O)N([C@H](C)CO)C[C@@H]2C)cc1 | . | -7.3
Oc1c(C(Nc2ccccn2)c2cccc(F)c2)cc(Cl)c2cccnc12 (configuration not stated) | 1.2 | -55.0
Nc1cc(N)nc(SCC(=O)c2ccc(F)cc2)n1 | 1.3 | 1.9
C[C@H](CO)N1C[C@H](C)[C@H](CN(C)Cc2ccncc2)Oc2ncc(-c3cc4ccccc4o3)cc2C1=O | -5.2 | .
Cc1ccc(NC(=O)CSc2nc(-c3cccs3)cc(C(F)(F)F)n2)c([N+](=O)[O-])c1 | 7.7 | -45.8
C[C@@H]1CN([C@H](C)CO)C(=O)c2cc(NC(=O)Cc3ccccc3)ccc2O[C@@H](C)CCCCO[C@H]1CN(C)S(C)(=O)=O | . | 2.5
Cc1ccccc1C(=O)Nc1ccc2nc(SCC(=O)Nc3ccccc3)sc2c1 | 0.7 | -12.1
C[C@H]1CN([C@@H](C)CO)S(=O)(=O)c2ccc(-c3cccc(C(=O)N(C)C)c3)cc2O[C@H]1CN(C)C(=O)Cc1ccccn1 | . | -1.0
CSc1ccccc1NC(=O)C(C)NS(=O)(=O)c1ccc(Cl)cc1 (configuration not stated) | -1.9 | -9.8
Brc1ccc(CNc2nc3ccccc3n2CCN2CCOCC2)cc1 | 0.9 | -11.8
C[C@@H]1CCCCO[C@H](CN(C)Cc2ccc3c(c2)OCO3)[C@@H](C)CN([C@@H](C)CO)C(=O)c2cc(NC(=O)Nc3ccc(F)cc3)ccc2O1 | . | -28.7
C[C@@H]1CN([C@@H](C)CO)C(=O)c2cccc(NC(=O)Nc3ccccc3)c2O[C@@H]1CN(C)C(=O)NC1CCCCC1 | . | -9.7
Cc1cc(C)nc(Nc2n[nH]c(COc3cccc4cccnc34)n2)n1 | 2.8 | 14.2
C[C@@H]1CCCCO[C@H](CN(C)S(=O)(=O)c2ccc(Cl)cc2)[C@@H](C)CN([C@H](C)CO)C(=O)c2cc(NC(=O)c3ccncc3)ccc2O1 | -0.4 | .
C[C@H]1CN([C@@H](C)CO)C(=O)c2cc(NC(=O)NC3CCCCC3)ccc2O[C@H]1CN(C)S(=O)(=O)c1cccs1 | -1.5 | -10.9
COc1cc(NC(=O)C(C)Oc2cccc(Cl)c2)c(C(=O)O)cc1OC (configuration not stated) | 5.6 | 4.4
C[C@@H]1CN([C@@H](C)CO)C(=O)c2cccc(NS(=O)(=O)c3cn(C)cn3)c2O[C@@H]1CN(C)C(=O)Nc1cccc2ccccc12 | . | -18.4
C[C@@H]1CN([C@@H](C)CO)C(=O)Cc2cc(NC(=O)Nc3ccccc3)ccc2O[C@H]1CN(C)CC1CC1 | . | 5.6
CNC[C@@H]1OCCCC[C@H](C)Oc2ccc(NC(=O)Cc3ccccc3)cc2C(=O)N([C@@H](C)CO)C[C@@H]1C | . | 10.1
CC(C)NC(=O)Nc1ccc2c(c1)C(=O)N([C@H](C)CO)C[C@H](C)[C@H](CN(C)S(=O)(=O)c1ccccc1)OCCCC[C@@H](C)O2 | -1.5 | -10.1
CC(C)CC#Cc1cnc2c(c1)C(=O)N([C@H](C)CO)C[C@@H](C)[C@H](CN(C)Cc1cccc(F)c1)O2 | . | -9.7
CCOC(=O)c1cnc(C(F)(F)F)nc1Sc1n[nH]c(-c2cccs2)n1 | 0.3 | .
C[C@@H]1CN([C@@H](C)CO)C(=O)CCCn2cc(nn2)CO[C@H]1CN(C)C(=O)c1ccccc1 | -1.1 | -9.1
SMILES | STK33 kin inh | p53 PUMA act
CNC[C@@H]1Oc2ccc(NC(=O)Nc3ccc4c(c3)OCO4)cc2C(=O)N([C@@H](C)CO)C[C@H]1C | . | 5.1
Cc1ccc(C)c(NC(=O)CCC(=O)O)c1 | -2.4 | -0.4
C[C@@H]1CN([C@H](C)CO)C(=O)CCCn2cc(nn2)CO[C@H]1CN(C)Cc1ccc2c(c1)OCO2 | -3.3 | 7.0
Cc1noc(C)c1S(=O)(=O)Nc1ccc2c(c1)C(=O)N([C@@H](C)CO)C[C@@H](C)[C@H](CN(C)C(=O)Nc1ccc(F)cc1)O2 | . | 1.9
Cc1snnc1C(=O)Oc1ccccc1-c1nnco1 | . | -9.4
C[C@@H]1CN([C@H](C)CO)C(=O)c2cc(NS(=O)(=O)c3cccs3)ccc2O[C@H]1CN(C)S(=O)(=O)c1cccs1 | 1.8 | .
Cc1noc(C)c1S(=O)(=O)Nc1ccc2c(c1)C(=O)N([C@@H](C)CO)C[C@H](C)[C@@H](CN(C)C)OCCCC[C@@H](C)O2 | . | 11.0
C=C1C(=O)O[C@@H]2CC=C(CCC(C)O)C(C)C[C@@H]12 (some centres not stated) | 0.9 | -3.1
COc1ccc([Si](C)(C)[C@H]2[C@H](CCO)O[C@@]3(C(=O)N(Cc4ccccc4)c4ccc(N5CCC5=O)cc43)[C@@H]2C)cc1 | ? | .
C[C@@H]1CN([C@H](C)CO)S(=O)(=O)c2ccc(C#C[C@@H](C)O)cc2O[C@H]1CN(C)Cc1cccnc1 | . | -3.9
CS(=O)(=O)Nc1ccc2c(c1)[C@@H]1C[C@@H](CC(=O)NCc3cccnc3)O[C@@H](CO)[C@@H]1O2 | . | 5.7
Cc1c(-c2nnnn2-c2ccccc2)cnc2ccccc12 | 1.6 | .
C[C@@H]1CN([C@@H](C)CO)C(=O)c2cccc(NC(=O)C3CCOCC3)c2O[C@@H]1CN(C)CC1CC1 | . | 5.4
C[C@H](CO)N1C[C@H](C)[C@H](CN(C)C)Oc2ccc(NC(=O)Cn3cnnn3)cc2CC1=O | -0.7 | 7.5
CC(C)NC(=O)[C@@]1(C)c2ccccc2C(=O)N(Cc2cc(C(F)(F)F)cc(C(F)(F)F)c2)[C@H]1c1ccc(CO)cc1 | 0.0 | .
C[C@H](CO)N1C[C@H](C)[C@H](CN(C)Cc2ccccc2)Oc2ccc(NS(=O)(=O)c3cn(C)cn3)cc2CC1=O | 1.9 | -5.9
Cc1cc(C)c(S(=O)(=O)N2CCN(CC(O)COc3ccc4ccccc4c3)CC2)c(C)c1 (configuration not stated) | 0.3 | -0.4
CNC(=O)CN(C)S(=O)(=O)c1ccc(OC)c(C)c1 | -4.8 | 13.5
C[C@@H]1CN([C@@H](C)CO)C(=O)Cc2cc(NC(=O)CCC(F)(F)F)ccc2O[C@@H]1CN(C)S(=O)(=O)c1cn(C)cn1 | 0.7 | .
C[C@H](CO)N1C[C@H](C)[C@@H](CN(C)C(=O)C2CCCCC2)Oc2ncc(-c3cccc(F)c3)cc2C1=O | . | -3.2
COc1ccc(S(=O)(=O)N(C)C[C@@H]2OCCCC[C@@H](C)Oc3ccc(NC(=O)C4CCCCC4)cc3C(=O)N([C@H](C)CO)C[C@@H]2C)cc1 | 3.4 | .
C=CCNC(=O)[C@H]1[C@@H]2C(=O)O[C@@H](c3ccccc3)[C@@H](c3ccccc3)N2[C@@H](c2ccc(OCCO)cc2)[C@]12C(=O)N(C(=O)OCCOC)c1ccc(C#CC3=CCCCC3)cc12 | 9.1 | .
C[C@@H]1CCCCO[C@H](CN(C)C(=O)c2ccncc2)[C@@H](C)CN([C@H](C)CO)C(=O)c2cc(NS(C)(=O)=O)ccc2O1 | -10.8 | -3.8
Cc1sc2nc(SCCC(=O)NC3CCCCC3)[nH]c(=O)c2c1C | -0.2 | 0.3
C[C@@H]1CN([C@@H](C)CO)C(=O)CCCn2nncc2CO[C@@H]1CN(C)C(=O)Nc1ccnc(N2CCOCC2)c1 | 3.6 | .
SMILES | STK33 kin inh | p53 PUMA act
C[C@@H]1CCCCO[C@@H](CN(C)C(=O)Nc2ccc(F)cc2)[C@@H](C)CN([C@H](C)CO)C(=O)c2cc(NS(=O)(=O)c3cn(C)cn3)ccc2O1 | -0.4 | .
Ic1ccc(N2CCN(Cc3c[nH]c4ncccc34)CC2)cc1 | 7.0 | -20.3
C=C1C(=O)O[C@@H]2[C@H]3C(CO)=CC(=O)C3=C(C)C[C@H](OC(=O)Cc3ccc(O)cc3)[C@@H]12 | 1.0 | .
Cc1[nH]c2ccccc2c1C(=O)CSc1nc2ccccc2[nH]1 | 0.5 | 62.1*
C[C@H](CO)N1C[C@H](C)[C@H](CN(C)Cc2ccccc2)Oc2ncc(-c3ccc(F)cc3)cc2C1=O | -0.6 | .
Cc1cc(Oc2ccccc2)nc(SCC(=O)Nc2ccccc2)n1 | -5.5 | -12.2
COc1ccc(NC(=O)Nc2ccc3c(c2)CC(=O)N([C@@H](C)CO)C[C@@H](C)[C@@H](CN(C)C)O3)cc1 | . | 1.3
C[C@@H]1CN([C@@H](C)CO)C(=O)c2cc(NC(=O)Nc3ccccc3)ccc2O[C@@H](C)CCCCO[C@H]1CN(C)C(=O)Nc1ccccc1 | . | -17.7
C[C@@H]1CCCCO[C@@H](CN(C)CC2CCCCC2)[C@@H](C)CN([C@H](C)CO)C(=O)c2cc(NC(=O)C3CCCCC3)ccc2O1 | -0.2 | .
C[C@H]1CN([C@@H](C)CO)C(=O)c2cccc(NC(=O)NC3CCCCC3)c2O[C@@H]1CN(C)Cc1ccc(C(=O)O)cc1 | . | -0.5
C[C@@H]1CN([C@@H](C)CO)C(=O)Cc2cc(NC(=O)CCN3CCOCC3)ccc2O[C@H]1CN(C)S(=O)(=O)c1ccccc1 | . | 0.8
Cc1cc(OCC(=O)Nc2cccnc2)ccc1[N+](=O)[O-] | -0.5 | 47.9
CC(NS(=O)(=O)c1ccc(F)cc1)C(=O)Nc1ccccc1F (configuration not stated) | -1.6 | 5.8
Cc1cc(C)c(S(=O)(=O)N(CC(=O)O)Cc2ccc(Cl)cc2)c(C)c1 | -5.8 | -14.6
COc1ccc2[nH]c(=O)c(CN(C)S(=O)(=O)c3ccc(C)cc3)cc2c1 | -2.1 | 17.1
C[C@@H]1CN([C@@H](C)CO)C(=O)Cc2cc(NC(=O)Cc3ccccc3)ccc2O[C@H]1CN(C)S(=O)(=O)c1cccs1 | . | -1.6
C[C@H]1CN([C@@H](C)CO)C(=O)Cc2cc(NC(=O)C3CCCCC3)ccc2O[C@@H]1CN(C)S(C)(=O)=O | -1.9 | .
Cc1noc(C)c1S(=O)(=O)Nc1ccc2c(c1)C(=O)N([C@@H](C)CO)C[C@H](C)[C@H](CN(C)Cc1ccncc1)OCCCC[C@@H](C)O2 | . | 8.2
CC(=O)Nc1ccc(NC(=O)CC2C(=O)Nc3ccccc3N2C(C)=O)cc1 (configuration not stated) | 0.4 | -1.2
COc1ccc(S(=O)(=O)Nc2ccc3c(c2)CC(=O)N([C@@H](C)CO)C[C@H](C)[C@@H](CN(C)S(C)(=O)=O)O3)cc1 | 0.4 | -2.4
COc1cccc(NC(=O)CSc2nnc(-c3ccc(Cl)cc3)n2-c2ccc(F)cc2)c1 | 5.8 | -39.2
COc1ccc(C)cc1S(=O)(=O)N1CCC(C(=O)Nc2ccccc2Sc2ccccc2)CC1 | 6.8 | -6.6
C=C1CC/C=C(/COC(C)=O)C(=O)C[C@@H]2[C@@H]1CC2(C)C | -13.8 | 7.7
Cc1ccc(Nc2nc(Oc3ccc(=O)[nH]n3)nc(N3CCOCC3)n2)cc1 | 8.4 | -16.9
C[C@@H]1CCCCO[C@@H](CN(C)S(=O)(=O)c2cn(C)cn2)[C@@H](C)CN([C@H](C)CO)C(=O)c2cc(NS(=O)(=O)c3ccccc3)ccc2O1 | -0.6 | .
COc1ccccc1-n1c(SC(C)C(=O)N2CCCCC2)nc2ccc(I)cc2c1=O (configuration not stated) | 8.9 | -26.0
CCCC#Cc1cnc2c(c1)C(=O)N([C@H](C)CO)C[C@@H](C)[C@@H](CN(C)C(=O)Nc1ccccc1OC)O2 | . | -6.5
C[C@H](CO)N1C[C@H](C)[C@H](CN(C)S(C)(=O)=O)Oc2ccc(NC(=O)Cc3ccccc3)cc2CC1=O | 1.2 | .
C[C@@H]1CN([C@H](C)CO)C(=O)c2cc(C#CC3(O)CCCC3)cnc2O[C@H]1CN(C)C(=O)C1CCC1 | . | 15.0

3 of the compounds above, with two lines to a compound.
Each structure is followed by: STK33 kin inh, p53 PUMA act
Cc1[nH]c2ccccc2c1C(=O)CSc1nc2ccccc2[nH]1
  0.5, 62.1*
CC(NS(=O)(=O)c1ccc(F)cc1)C(=O)Nc1ccccc1F (configuration not stated)
  -1.6, 5.8
C[C@H](CO)N1C[C@H](C)[C@H](CN(C)Cc2ccccc2)Oc2ncc(-c3ccc(F)cc3)cc2C1=O
  -0.6, .

Another view of part of the listing above:
Under each structure – STK33 kin inh	p53 PUMA act
- COc1ccc(NC(=O)Nc2ccc3c(c2)CC(=O)N([C@@H](C)CO)C[C@@H](C)[C@@H](CN(C)C)O3)cc1
  .	1.3
- CCCC#Cc1cnc2c(c1)C(=O)N([C@H](C)CO)C[C@@H](C)[C@@H](CN(C)C(=O)Nc1ccccc1OC)O2
  .	-6.5
- Cc1cc(Oc2ccccc2)nc(SCC(=O)Nc2ccccc2)n1
  -5.5	-12.2
- C[C@@H]1CCCCO[C@@H](CN(C)C(=O)Nc2ccc(F)cc2)[C@@H](C)CN([C@H](C)CO)C(=O)c2cc(NS(=O)(=O)c3cn(C)cn3)ccc2O1
  -0.4	.
- COc1cccc(NC(=O)CSc2nnc(-c3ccc(Cl)cc3)n2-c2ccc(F)cc2)c1
  5.8	-39.2
- COc1ccccc1-n1c(SC(C)C(=O)N2CCCCC2)nc2ccc(I)cc2c1=O (configuration not stated)
  8.9	-26.0
- C[C@@H]1CCCCO[C@@H](CN(C)CC2CCCCC2)[C@@H](C)CN([C@H](C)CO)C(=O)c2cc(NC(=O)C3CCCCC3)ccc2O1
  -0.2	.

Screens as filed in PubChem BioAssay.

A portion of the library, so the mix of outcomes need not match the whole.
